PREPL inh: human PREPL enzyme inhibition; AID 2751; Q4J6C6; inhibition, % at 5.96 µM; recombinant PREPL, fluorescence polarization activity-based probe; 320,000 tested, 0.68% active; in the data active means inhibition above about 43%;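 further: 0% = enzyme with DMSO and 100% = wells lacking enzyme; many of its hits are not listed in these tables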
PAFAH1B3 FP inh: blocks human PAF acetylhydrolase 1B catalytic subunit 3. Q15102. recombinant PAFAH1B3, FP-rhodamine probe, fluorescence polarization. inhibition, % at 3.39 µM. 340,000 tested, 0.28% active;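 active means inhibition above the screen-wide average of all tested compounds plus 3 SD, cut at about 25% in these data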;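 further: 0% = enzyme with DMSO only and 100% = wells lacking PAFAH1B3 protein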
PAFAH1B2 inh: PAFAH1B2 (human) inhibition; recombinant PAFAH1B2, FP-rhodamine activity probe, fluorescence polarization; inhibition, % at 3.39 µM; 340,000 tested, 1.2% active;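 active means inhibition above the mean of all tested compounds plus 3 SD, cut at about 24% in these data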;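 further: 0% = enzyme with DMSO and 100% = wells lacking PAFAH1B2; many of its hits are not listed in these tables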
Target sequence (P68402 whole entry, looked up): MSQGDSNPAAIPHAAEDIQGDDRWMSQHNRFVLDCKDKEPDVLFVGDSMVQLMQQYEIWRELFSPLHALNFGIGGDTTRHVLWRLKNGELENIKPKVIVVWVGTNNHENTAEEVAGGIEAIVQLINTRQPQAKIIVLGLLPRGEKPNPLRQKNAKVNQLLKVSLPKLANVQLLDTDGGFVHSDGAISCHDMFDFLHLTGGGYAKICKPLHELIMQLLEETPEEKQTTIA
PAFAH2 FP inh: inhibitors of human PAFAH2; inhibition, % at 3.39 µM; AID 492956; Q99487; 340,000 tested, 0.99% active; recombinant PAFAH2, FP-rhodamine activity probe, fluorescence polarization;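 active means inhibition above the mean over all tested compounds plus 3 SD, cut at about 30% in these data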;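 further: inhibitors block probe labeling of enzyme so polarization drops; 0% = enzyme with DMSO and 100% = wells lacking PAFAH2 protein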
pPAFAH inh: inhibitors of human plasma PAF acetylhydrolase (pPAFAH). 330,000 tested, 1.5% active. recombinant pPAFAH, FP-rhodamine probe fluorescence polarization. AID 463082. inhibition, % at 3.39 µM. Q13093;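 active means inhibition above the mean inhibition across the screen plus 3 SD, cut at about 25% in these data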;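 further: inhibitors block binding of the rhodamine activity-based probe so polarization drops; 0% = enzyme with DMSO and 100% = wells lacking pPAFAH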
ZTA DNA inh: counter-screen for EBNA-1 inhibitors: inhibitors of Epstein-Barr virus ZTA; P03206; AID 2234; ZTA-DNA binding, fluorescence polarization; inhibition, % at 11 µM; 320,000 tested, 0.15% active; in the data active means inhibition above about 33%
Target sequence (P03206 whole entry, looked up): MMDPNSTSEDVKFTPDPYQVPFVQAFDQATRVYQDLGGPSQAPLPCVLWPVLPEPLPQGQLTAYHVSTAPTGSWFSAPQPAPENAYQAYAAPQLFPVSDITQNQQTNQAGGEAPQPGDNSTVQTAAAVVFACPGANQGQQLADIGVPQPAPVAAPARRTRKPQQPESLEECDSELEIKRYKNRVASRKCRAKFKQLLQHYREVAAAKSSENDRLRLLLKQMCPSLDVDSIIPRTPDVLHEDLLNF
EBNA-1 inhibitor: blocks EBNA-1 binding to DNA. EBNA-1 DNA binding, fluorescence polarization. 300,000 tested, 0.34% active. inhibition, % at 14.8 µM; in the data active means inhibition above about 28%
LYPLA2 counter: LYPLA2 (human) inhibition in PME1 counter-screen; O95372; recombinant LYPLA2, FP-Rh probe fluorescence polarization; inhibition, % at 5.9 µM; 320,000 tested, 0.38% active; AID 2177;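 active means inhibition above the screen-wide mean plus 3 SD, limit set per campaign, cut at about 26% in these data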;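 further: 0% = LYPLA2 with DMSO and 100% = wells lacking LYPLA2 enzyme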
Target sequence (O95372 whole entry, looked up): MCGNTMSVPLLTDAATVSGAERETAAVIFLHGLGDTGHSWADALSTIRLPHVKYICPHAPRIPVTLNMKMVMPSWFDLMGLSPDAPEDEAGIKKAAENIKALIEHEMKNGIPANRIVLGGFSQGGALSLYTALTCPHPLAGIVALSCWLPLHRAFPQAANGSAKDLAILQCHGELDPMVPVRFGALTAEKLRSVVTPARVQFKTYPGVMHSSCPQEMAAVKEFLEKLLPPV
LYPLA1 inh: counter-screen for PME1 inhibitors: inhibitors of human LYPLA1; O75608; recombinant LYPLA1, FP-Rh probe fluorescence polarization; inhibition, % at 5.9 µM; 320,000 tested, 0.16% active; AID 2174;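 active means inhibition above the mean of all tested compounds plus 3 SD, set per campaign, cut at about 14% in these data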;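 further: inhibitors block serine hydrolase probe labeling of LYPLA1 so polarization falls; 0% = enzyme with DMSO and 100% = wells lacking LYPLA1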
Target sequence (O75608 whole entry, looked up): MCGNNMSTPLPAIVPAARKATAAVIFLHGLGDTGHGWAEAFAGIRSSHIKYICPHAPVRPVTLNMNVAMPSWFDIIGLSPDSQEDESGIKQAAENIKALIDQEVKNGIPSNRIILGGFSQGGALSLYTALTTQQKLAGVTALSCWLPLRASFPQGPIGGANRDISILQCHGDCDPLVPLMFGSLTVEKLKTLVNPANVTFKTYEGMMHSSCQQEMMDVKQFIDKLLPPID
* marks the source's active call; other numbers are inactive results; . = not tested or not shown. Some of the compounds tested; count on the stated rates, not on these rows.

SMILES	PREPL inh	PAFAH1B3 FP inh	PAFAH1B2 inh	PAFAH2 FP inh	pPAFAH inh	ZTA DNA inh	EBNA-1 inhibitor	LYPLA2 counter	LYPLA1 inh
Cc1ccc(N(C(C)C(=O)Nc2cccc(N(C)S(C)(=O)=O)c2)S(C)(=O)=O)cc1 (stereo not given)	7	3	2	4	2	5	-28	1	-1
COc1cc(C(=S)N2CCCC2)cc(OC)c1O	9	9	4	-12	-1	-12	0	-1	1
COC(=O)c1ccc(CN2CCN(Cc3ccc(C(=O)OC)o3)CC2)o1	6	11	7	14	2	-3	8	-1	2
COc1cccc2c(=O)n(CC(=O)N3CCCCCC3)ccc12	6	-5	3	3	4	-1	8	6	-2
COCC1CCN(C(=O)c2cc(COc3ccc4ncccc4c3)on2)CC1	2	8	-1	0	1	11	-7	2	0
CN(C)c1ccc(N=Nc2cccc3ccoc23)cc1	6	5	4	0	5	-11	2	3	-3
Cc1ccc(S(=O)(=O)N(C)c2ccc(C(=O)Nc3ccc(C)cn3)cc2)cc1	-17	6	-4	-1	5	-5	-14	0	0
CN(Cc1ccc(F)cc1)C(=O)c1cccc(OCc2ccccc2)c1	7	-1	15	17	7	-3	-4	-2	0
O=C(CN1CCN(Cc2cccc(Cl)c2)C1=O)NCc1ccccn1	4	0	1	-1	6	10	13	-4	-8
CCN(NC(=O)C(O)(c1ccccc1)c1ccccc1)C(=O)c1ccccc1	-14	-4	-4	0	0	1	2	3	-1
Brc1ccc(COc2cccc3cccnc23)cc1	0	.	.	.	8	6	8	6	0
CCOCCCNC(=O)c1ccc2c(=O)n(Cc3ccc(OC)cc3)c(=O)[nH]c2c1	3	3	-1	4	1	-12	-2	-1	-2
NC(=O)c1ccc(NC(=O)COC(=O)c2cc3c(s2)CCC3)cc1	4	6	0	11	8	.	.	.	.
CC(=O)/C(C=Nc1noc(C)c1Br)=C(\C)O	3	4	3	9	3	-5	-4	0	0
O=C(CCC1CCCC1)c1c(O)c2ccccc2oc1=O	6	-1	4	24	3	-3	5	6	-2
Cc1c(-c2ccccc2)cn2c1-c1ccc(C)n1CC2	27	-3	-6	-2	4	8	9	-5	-4
Cc1nc2cc(-c3ccc(Cl)cc3)nn2c(C)c1CCC(=O)NC(C)c1ccc2c(c1)OCCO2 (stereo not given)	-5	-3	3	-1	4	-6	3	-11	-8
COc1ccc(N2CC(O)=C(c3nc(-c4ccc(F)cc4)cs3)C2=N)cc1	4	5	-1	6	-2	-7	0	-2	-5
Cc1ccc(NC(=O)c2ccc3nc[nH]c3c2)nc1	1	1	3	3	7	3	-1	0	4
CCOC(=O)N1CCN(S(=O)(=O)c2ccc(C(=O)N(CCN(C)C)c3nc4ccc(CC)cc4s3)cc2)CC1	5	3	-3	8	6	4	-3	-1	-1
Cc1ccn2c(NCc3ccccc3)c(-c3cccc(SC4CCCCC4)c3)nc2c1	9	9	6	4	8	.	.	.	.
CS(=O)(=O)c1ccc(NC(=O)CCN2C(=O)C3CC=CCC3C2=O)cc1 (stereo not given)	-6	-1	1	-4	-3	2	-1	-3	-2
CCOc1ccc(C(=O)NCCN2CCCC2)cc1	-9	-6	1	-7	1	2	-2	-2	-3
c1ccc(C2=NCCCN2)cc1	1	1	-1	7	1	7	-11	1	1
Cc1cc(NC(=O)C2CC(c3cccc(Br)c3)=NO2)no1 (stereo not given)	7	-4	1	2	-7	0	-4	-6	0
CCC(C)CCN1C(N(C)C)=NC[C@@H]1Cc1ccccc1 (stereo not given in full)	-2	-10	0	3	-4	-6	-6	-2	1
CC(C)c1ccc(NC(=O)COC(=O)CCC(=O)c2cccs2)cc1	-37	5	1	3	5	2	1	2	-3
Cc1ccc(C)c(N2N=C(C(=O)NCCN3C(=O)S/C(=C\c4cccnc4)C3=O)CCC2=O)c1	2	5	5	6	-1	2	1	4	1
[O-]/[N+](=C/c1cccnc1)c1ccc(Br)cc1	8	-2	1	-1	-3	-8	-14	-1	-1
CCOC(=O)C1=C(COC(=O)c2cc(Br)c(Br)s2)NC(=O)NC1C (stereo not given)	-80	4	2	-1	2	4	-1	-3	-3
S=C(Nc1ccc(OCc2ccccc2)cc1)Nc1cccc(Cl)c1Cl	3	2	6	2	4	1	9	3	-4
COc1ccc(Cn2c(CCC(=O)Nc3ccc(C)c(C)c3)nc3cccnc32)cc1	1	3	1	-2	0	-17	-17	-5	-1
Cc1cc(N2CCN(c3ccccc3)CC2)nc(N2CCOCC2)n1	28	-4	6	1	8	-9	-7	-3	-3
CCOc1ccc(S(=O)(=O)N2CCOCC2)cc1NC(=O)CSCC(=O)Nc1cccc(C)c1	5	-3	8	6	5	-26	2	-3	-1
O=C1C2ON(c3ccccc3)C(c3ccccc3F)C2C(=O)N1c1ccccc1 (stereo not given)	-5	7	0	9	3	-7	-10	1	-2
O=C(O)CC(NC(=O)c1ccc2c(c1)OCO2)c1cccc([N+](=O)[O-])c1 (stereo not given)	11	.	.	.	-2	-9	-13	10	1
CCOc1ccccc1C1NC(=O)c2ccccc2O1 (stereo not given)	7	12	0	4	2	11	2	3	0
c1ccc(CSCCc2ccncc2)cc1	2	-2	5	4	9	-11	-3	13	3
COc1ccc(/C(CC2(O)C(=O)Nc3ccccc32)=N\O)cc1 (stereo not given)	-7	4	4	-10	-2	-6	-2	-1	-2
CCOC(=O)N1CCN(C(=O)c2cc(C)no2)CC1	-7	2	-2	8	0	-2	1	3	2
CCN(Cc1ccccc1)c1ccc(/C=N/NS(=O)(=O)c2ccc(C)c([N+](=O)[O-])c2)cc1	10	5	28*	1	3	18	-10	3	3
CCOc1ccccc1/C=C/c1onc(C)c1S(=O)(=O)N1CCC(C(=O)NC(C)C)CC1	4	6	-2	-4	2	9	11	15	8
O=C(COc1ccc(S(=O)(=O)N2CCCC2)cc1)Nc1ccc2c(c1)OCCO2	-2	4	-3	3	1	-2	-11	13	0
Fc1ccc(F)c(C2=NNC(=NCC3CCCO3)SC2)c1 (stereo not given)	10	14	5	10	3	-12	-2	8	0
COc1cc(C(=O)c2ccccc2)c([N+](=O)[O-])cc1OC	-5	.	.	.	5	5	5	0	1
CCc1ccc(S(=O)(=O)N2c3ccc(C)cc3C3CN(C)CCC32)cc1 (stereo not given)	-52	-2	3	2	4	7	.	-8	-6
O=C(N/N=C/c1ccc[nH]1)c1ccc2c(c1)OCO2	-3	-3	-3	-5	4	-6	-5	-2	4
CCOc1ccc(C(C(=O)NCC2CCCO2)N(C(=O)c2snc(C(N)=O)c2N)c2cccc(F)c2)cc1 (stereo not given)	5	3	0	-14	4	-19	-4	4	0
CC(NC(=O)NC(=O)c1ccc(Cl)cc1)c1ccccc1 (stereo not given)	-12	1	-1	3	6	3	-2	0	-3
CCOC(=O)C1CCCN(S(=O)(=O)c2cccc3cccnc23)C1 (stereo not given)	-8	12	-4	-9	5	-7	-11	3	-3
Next section:
SMILES	PREPL inh	PAFAH1B3 FP inh	PAFAH1B2 inh	PAFAH2 FP inh	pPAFAH inh	ZTA DNA inh	EBNA-1 inhibitor	LYPLA2 counter	LYPLA1 inh
CCC(C(=O)N1CCN(c2ccccc2OC)CC1)c1ccccc1 (stereo not given)	11	-6	-1	1	0	-2	-5	-6	-1
COc1ccc(NC(=O)CC2Oc3ccc(C)cc3NC2=O)cc1 (stereo not given)	9	4	5	4	-6	-4	3	0	1
COc1ccc(/C=C/c2nc(S(=O)(=O)c3ccccc3)c(NCCCN(C)C)o2)cc1OC	29	7	1	2	3	-7	6	-4	-1
COc1ccccc1NC(=O)C(=O)N1N=C(C(C)C)CC1(O)C(F)(F)F (stereo not given)	10	3	7	15	4	1	-1	1	-1
COc1cc(C(=O)N2CCN(C(=O)C3CC3)CC2)cc(OC)c1OC	0	-3	-2	-3	3	-4	8	4	-1
Cc1cc(C(=O)COC(=O)C2=NNC(=O)CC2)c(C)n1CCc1ccccc1	13	-3	10	-1	6	-9	-7	6	0
N#Cc1ccc[n+](CC(=O)c2ccc(Cl)cc2)c1	15	-1	-5	-2	8	18	2	-6	-5
O=C(CSc1nc2ccccc2c(=O)n1NC(=O)Cc1ccccc1)NCCc1ccccc1	-26	0	7	3	1	-7	1	4	0
CCOC(=O)N1CCN(c2cc(C)nc3nc(C)nn23)CC1	19	7	2	4	1	-2	-3	-5	0
O=C(c1ccccc1)c1c[nH]c(C(=O)NNc2ccccc2)c1	7	-2	-1	2	-1	-6	-6	1	-4

Structural class: those above with a Cl atom (5)
SMILES	PREPL inh	PAFAH1B3 FP inh	PAFAH1B2 inh	PAFAH2 FP inh	pPAFAH inh	ZTA DNA inh	EBNA-1 inhibitor	LYPLA2 counter	LYPLA1 inh
O=C(CN1CCN(Cc2cccc(Cl)c2)C1=O)NCc1ccccn1	4	0	1	-1	6	10	13	-4	-8
Cc1nc2cc(-c3ccc(Cl)cc3)nn2c(C)c1CCC(=O)NC(C)c1ccc2c(c1)OCCO2 (stereo not given)	-5	-3	3	-1	4	-6	3	-11	-8
S=C(Nc1ccc(OCc2ccccc2)cc1)Nc1cccc(Cl)c1Cl	3	2	6	2	4	1	9	3	-4
CC(NC(=O)NC(=O)c1ccc(Cl)cc1)c1ccccc1 (stereo not given)	-12	1	-1	3	6	3	-2	0	-3
N#Cc1ccc[n+](CC(=O)c2ccc(Cl)cc2)c1	15	-1	-5	-2	8	18	2	-6	-5

Further entries.
SMILES	PREPL inh	PAFAH1B3 FP inh	PAFAH1B2 inh	PAFAH2 FP inh	pPAFAH inh	ZTA DNA inh	EBNA-1 inhibitor	LYPLA2 counter	LYPLA1 inh
Cc1ccccc1NC(=O)OCc1ccccc1	-14	0	0	0	1	5	4	-1	-1
Cc1ccc(-c2nnc(SCC(=O)NC3CC3)o2)cc1	-4	-13	2	10	9	2	-14	3	1
Cc1ccc(NC(=O)c2nc[nH]c2C(=O)N2CCN(C(=O)OC(C)(C)C)CC2)cc1	5	2	4	2	2	-2	.	7	1
O=C(Nc1ccncc1)Nc1cccc(C(F)(F)F)c1	-4	3	-8	-13	-3	-4	4	-20	-15
OCC1(Cc2ccccc2)CCCN(Cc2ccc(-c3ccco3)cc2)C1 (stereo not given)	10	-10	4	-9	6	-11	-6	-4	-3
CC1CC(C)CN(CCCNC(=O)c2ccc(CS(=O)(=O)Cc3ccccc3F)o2)C1 (stereo not given)	15	8	0	1	6	-19	12	-2	1
O=C(Nc1ccccc1Cl)c1ccc([N+](=O)[O-])o1	-6	12	4	14	1	-1	10	-8	0
O=C(Cn1c(=O)n(CCC(=O)N2CCCCC2)c(=O)c2sccc21)NCc1ccccc1	12	8	1	-4	2	0	-4	2	4
CC(C)c1ccc(NC(=O)COc2nnc(-c3cccs3)c(-c3cccs3)n2)cc1	0	16	5	-5	7	14	-11	-2	-7
N#CC1(NC(=O)COC(=O)c2ccc(Cl)nc2)CCCCC1	8	-1	-1	-2	2	-20	1	6	4
Cc1cccc(N2O[C@H]3C=CC2CCCC3)n1	.	9	5	-2	3	.	.	.	.
CCN1CCN(C(=O)N(c2ccccc2)c2ccccc2)CC1	10	10	6	1	4	-15	1	0	1
Clc1ccc(-c2nnc(-c3cccc4ccccc34)o2)cc1Cl	2	.	.	.	0	1	-6	5	-1
COc1ccc(-n2c3c(cc(C(=O)Nc4ccc(C)cc4)c2=O)C(=O)CCC3)cc1	5	-2	-3	-3	1	-6	-3	7	-1
COc1ccc(-n2c(C)cc(/C=C3\SC(=S)NC3=O)c2C)cc1	15	6	1	7	16	7	4	6	-2
Cn1nc(-c2ccc(N3CCOCC3)c(NS(=O)(=O)c3ccccc3)c2)c2ccccc2c1=O	5	6	6	-2	1	1	1	1	2
O=S(=O)(Cc1nnnn1-c1ccccc1)c1ccc(Cl)cc1	-1	13	6	-4	2	-7	3	4	2
CN1CCN(NC(=O)c2ccc(Br)s2)CC1	-13	3	-2	7	2	10	-3	0	-4

High-throughput results as filed in PubChem.
